TCR activator: Activators of T cell receptors: qHTS campaign | primary human leukocytes, anti-CD3, IL-2 HTRF, 48 h | Potency, µM (doses to about 9.22 µM), inactives show top-dose activation of IL-2 secretion, most hits filed as activators | 330,000 tested, under 10 active; note: % of control where 0% means no effect
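Activity was scored as IL-2 release from primary human leukocytes given only a TCR signal (a-CD3 beads) plus compound for 48 hr. Detection used a two-antibody HTRF format read at 665nm.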
Eya2 inh: qHTS Assay for Inhibitors of the Phosphatase Activity of Eya2; Potency, µM (highest dose often 76.9 µM), inactives show top-dose activity, negative = inhibition, hits mostly inhibitors; 330,000 compounds, 0.006% hits; recombinant Eya2, OMFP fluorescence dephosphorylation (OMFP is methylfluorescein phosphate); Protein phosphatase EYA2 (Homo sapiens), O00167; note: potency is the fitted concentration of half-maximal effect; % is set by controls: 0 for no effect and ±100 for the full control effect
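Eya2 protein (added as 0.2 uM solution) was preincubated with compound for 10 min at ambient temperature in 50 mM HEPES pH 7.5, 50 mM NaCl, 5 uM MgCl2, 0.05% BSA, 1 mM DTT. OMFP (added at 50 uM) then reacted 10 min; fluorescence read at 485/525 nm.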
Chronic BCR inh: qHTS Assay to Find Inhibitors of Chronic Active B-Cell Receptor Signaling. Potency, µM (highest dose often 46.1 µM), for the others: at the highest dose ratio change, negative = lower green/red ratio, hits mostly inhibitors. 340,000 compounds, 0.05% hits. ABC-DLBCL IkBa-CBG/CBR reporter, luminescence ratio, 4 h; active = well fitted inhibition curve with a large enough effect in the signal ratio, with a control signal flat, not every such curve was filed as active; inconclusive = small, poorly fitted or top-dose-only effect, or effect the other way, or a change in a side signal; the % refers to the signal ratio;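 note: potency is the fitted concentration of half-maximal effect; plate controls were basal doxycycline-induced cells for no effect and cells given 10 µM MG132 for full effect; MG132 reads +100%, hits lower the ratio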
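TMD8 ABC-DLBCL cells carrying doxycycline-inducible green luciferase fused to IkappaBalpha plus unfused red luciferase were exposed to compounds (up to 46 uM) for 4 hrs at 37C. Activity came from the overlap-corrected green/red luminescence ratio.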
TSHR antagonist: Antagonists of the Thyroid Stimulating Hormone Receptor: HTS campaign; Thyrotropin receptor (Homo sapiens), P16473; TSHR-expressing cells, TSH-stimulated cAMP HTRF, 2 h; hits give low values; activity change, negative = inhibition, % at 11.5 µM; 330,000 compounds, 0.2% hits;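 active = activity change below a set negative limit, meaning inhibition stronger than a set level, cut at about -70% in these data; inconclusive = activity change between two set negative limits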; note: % is set by controls: 0 for no effect and ±100 for the full control effect
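TSHR-expressing cells were treated with compounds, then stimulated with TSH at EC80 (4nM final) for 2 hours at 37 deg C. Cellular cAMP was measured by HTRF competition between lysate cAMP and cAMP-d2 for a cryptate-labelled anti-cAMP antibody.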
Mito fusion act: qHTS Assay for Small Molecule Inhibitors of Mitochondrial Division or Activators of Mitochondrial Fusion. S. cerevisiae fusion-defective mutant growth rescue, CellTiterGlo 48 h. Potency, µM (highest dose often 46.1 µM), for the others: at the highest dose growth rescue (activation), hits mostly activators. 320,000 compounds, 0.23% hits;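 note: potency is the fitted concentration of half-maximal effect; % of control where 0% means no effect; nearly all actives have a fitted effect of over 45% in size; temperature-sensitive fusion mutants such as fzo1-1 at 37 °C on non-fermentable ethanol glycerol medium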
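Yeast fusion mutant, YPEG (non-fermentable carbon), compound, 48 h at 37C non-permissive; CellTiterGlo added, 10 min RT, luminescence read. Rescued growth = division inhibition.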
S-ASM inh: Inhibitors of Secretory Acid Sphingomyelinase (S-ASM): qHTS; Sphingomyelin phosphodiesterase (Homo sapiens), P17405; placental ASM, HMU-PC fluorogenic substrate, 60 min; Potency, µM (doses to about 57.5 µM), inactives show top-dose activity change, negative = inhibition, hits mostly inhibitors; 340,000 compounds, 0.006% hits; AID 504937, 2011; note: potency is the fitted concentration of half-maximal effect
Target sequence (P17405 47-631 limits assumed): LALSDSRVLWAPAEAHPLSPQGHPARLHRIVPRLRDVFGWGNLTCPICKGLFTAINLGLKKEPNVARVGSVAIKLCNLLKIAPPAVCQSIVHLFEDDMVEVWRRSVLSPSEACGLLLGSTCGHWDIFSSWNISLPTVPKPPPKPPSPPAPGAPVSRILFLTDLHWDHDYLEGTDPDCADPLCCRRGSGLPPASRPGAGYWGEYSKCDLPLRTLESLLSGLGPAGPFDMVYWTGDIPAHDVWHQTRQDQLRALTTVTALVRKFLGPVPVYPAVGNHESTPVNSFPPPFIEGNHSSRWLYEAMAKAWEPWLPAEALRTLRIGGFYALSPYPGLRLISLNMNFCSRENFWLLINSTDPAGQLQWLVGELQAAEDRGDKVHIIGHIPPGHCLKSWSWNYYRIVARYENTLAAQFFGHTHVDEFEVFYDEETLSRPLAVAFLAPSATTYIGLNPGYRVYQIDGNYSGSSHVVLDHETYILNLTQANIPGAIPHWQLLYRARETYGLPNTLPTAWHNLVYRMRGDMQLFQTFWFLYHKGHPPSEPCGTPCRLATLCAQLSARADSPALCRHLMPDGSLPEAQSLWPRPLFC
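Fluorescence read-out (Ex 386 nm, Em 447 nm) after stopping the reaction at pH 10. Enzyme: ASM from human placenta; substrate HMU-PC0, 9 uM final; 60 min, 37 °C. Compound preincubation 10 min, ambient temperature.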
Integrin act MD: qHTS for Activators of Integrin-Mediated Alleviation for Muscular Dystrophy | alpha7betagal myoblasts, beta-gal FDG fluorescence, 48 h | Potency, µM (series often up to 38.3 µM), for the others: top-dose activation, actives largely listed as activators | 350,000 compounds, 0.064% hits;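 note: potency is the fitted concentration of half-maximal effect; 100% = response of the positive control SU9516; nearly all actives have a fitted effect of over 60% in size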
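Alpha7betagal+/- myoblasts (passage 13) were plated 16-24 hr, then exposed to compounds (1:260 dilution of DMSO stock) for 48 hours at 37C. After MPER lysis, β-galactosidase reporter activity was read as FDG fluorescence (ex 480/em 540) after 30 minutes.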
ELG1 repair inh: qHTS screen for small molecules that inhibit ELG1-dependent DNA repair in human embryonic kidney (HEK293T) cells expressing luciferase-tagged ELG1. HEK293T ELG1-luciferase reporter, luminescence, 16 h; DNA damage induced by 5-fluorouridine. Potency, µM (titrated, usually from 46.1 µM), for the others: at the top dose activity change, negative = inhibition, most hits filed as inhibitors. 330,000 compounds, 2.3% hits. AID 504467, 2011; note: potency is the fitted concentration of half-maximal effect; % is set by controls: 0 for no effect and ±100 for the full control effect; nearly all actives have a fitted effect of over 55% in size
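In this reporter screen, reduction of luminescence relative to DMSO vehicle indicated activity. Compounds and 5-fluorouridine were added together to 2,000 cells per well, incubated for 16 hr at 37 °C, then developed with ONE-Glo.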
Tb PFK block: qHTS Assay to Find Inhibitors of T. brucei phosphofructokinase | T. brucei PFK, ADP-Glo luminescence | ATP-dependent 6-phosphofructokinase (Trypanosoma brucei brucei), O15648 | 330,000 compounds, 0.17% hits | Potency, µM (series often up to 57.5 µM), inactives show top-dose activity, negative = inhibition, actives largely listed as inhibitors;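 note: potency is the fitted concentration of half-maximal effect; 0% = uninhibited 1x PFK enzyme wells and -100% = no-enzyme wells; nearly all actives have a fitted effect of over 60% in size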
Target sequence (O15648 whole entry, looked up): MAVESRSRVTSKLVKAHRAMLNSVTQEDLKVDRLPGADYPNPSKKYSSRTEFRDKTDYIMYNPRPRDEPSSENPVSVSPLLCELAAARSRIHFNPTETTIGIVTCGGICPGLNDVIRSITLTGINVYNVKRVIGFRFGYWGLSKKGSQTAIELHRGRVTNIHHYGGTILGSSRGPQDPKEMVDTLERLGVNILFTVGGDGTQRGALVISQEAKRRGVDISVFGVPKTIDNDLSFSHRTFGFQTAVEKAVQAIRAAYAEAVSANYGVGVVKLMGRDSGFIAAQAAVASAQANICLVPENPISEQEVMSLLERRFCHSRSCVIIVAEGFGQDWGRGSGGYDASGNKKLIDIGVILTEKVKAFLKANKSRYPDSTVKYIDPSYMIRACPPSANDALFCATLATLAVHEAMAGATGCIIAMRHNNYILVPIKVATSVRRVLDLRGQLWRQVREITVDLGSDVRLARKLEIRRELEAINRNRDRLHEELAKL
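PFK 1.25 nM, F6P 0.5 mM, ATP 0.1 mM, 0.1 M TEA pH 8.0, 5 mM MgCl2, 0.01% Tween20, 0.1% BSA; 45 min RT. ADP-Glo readout. qHTS titration up to 57 uM; curves fitted, compounds curve-classed.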
AT treatment: qHTS Assay for Identifying a Potential Treatment of Ataxia-Telangiectasia | Potency, µM (top dose mostly 57.5 µM), for inactives: at the highest dose activation, most hits filed as activators | […] A-T fibroblasts, KAP-1 phosphorylation AlphaLISA; neocarzinostatin DNA damage 30 min before lysis | 320,000 compounds, 0.19% hits; note: potency is the fitted concentration of half-maximal effect; % of control where 0% means no effect; nearly all actives have a fitted effect of over 45% in size
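hTERT-immortalized A-T patient fibroblasts ([…]), 500 cells/well in OPTI-MEM, 1% FBS, got compounds for 60 min, then NCS for 30 min at 37C. Lysates were then assayed for phospho-KAP-1 by AlphaLISA (anti-pKAP1 donor, anti-KAP1 acceptor beads), 6 hr at 25C.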
TSG101-PTAP inh: qHTS Assay for Iinhibitors of HIV-1 Budding by Blocking the Interaction of PTAP/TSG101. Potency, µM (titrated, usually from 115 µM), for the others: at the top dose activity change, negative = inhibition, actives largely listed as inhibitors. Fluorescence polarization, FITC-PTAP peptide / Tsg101 binding. Tumor susceptibility gene 101 protein (Homo sapiens), Q99816. 340,000 tested, under 10 active. AID 493005, 2010; active = well fitted inhibition curve with a large enough effect in the main read-out, with a control signal flat, not every such curve was filed as active; inconclusive = small, poorly fitted or top-dose-only effect, or effect the other way, or a change in a side signal; inactive = no such curve, though single readings can be large or run the other way; note: potency is the fitted concentration of half-maximal effect; % of control where 0% means no effect
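Fluorescence polarization binding of Tsg101 binding domain (10 uM final) to FITC-labeled PTAP peptide (50 nM final) in HEPES pH 7.5 buffer with NaCl, Tween 20, EDTA, TCEP. Compounds added before peptide; binding 20 min at RT.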
Numbers without * were called inactive; ? = inconclusive; · = no result given; [ ] = dose if it differs, or a comment. Unless noted, calls come from the whole dose curve; as a rule, active = well fitted curve in the direction sought with a large enough effect; inconclusive = small, poorly fitted or top-dose-only effect, or another doubt; inactive = no such curve, though single readings can be large; an effect the other way counts as inactive or inconclusive.

Each structure is followed by: TCR activator, Eya2 inh, Chronic BCR inh, TSHR antagonist, Mito fusion act, S-ASM inh, Integrin act MD, ELG1 repair inh, Tb PFK block, AT treatment, TSG101-PTAP inh
1) CCCn1c(=O)c(C(=O)Nc2ccccc2)c(O)c2ccccc21
    2%[46.1 µM], 2%, 21%, -17, 0%, 6%, 19%, ?, 7%, ·, 2%
2) Cc1cccc(Nc2nc3c(c(=O)n(C)c(=O)n3C)n2CC(O)CO)c1 (configuration not stated)
    3%, -4%, 21%, 6, 4%, -2%, -19%, -24%, 0%, -14%, -3%
3) CCOC(=O)C(NC(=O)OC(C)C)(Nc1nccs1)C(F)(F)F (configuration not stated)
    -6%, -14%, -18%, 3, 5%, 3%, 6%, -12%, -3%, 0%, -2%
4) CC(C)c1ccc(NC2CCCN(C(=O)c3ccccc3-c3ncc[nH]3)C2)cc1 (configuration not stated)
    3%, 1%, 6%, -13, 4%, 3%, 21%, -6%, 3%, -6%, -2%
5) CC1(C)CC(CCC(=O)Nc2ccc(S(N)(=O)=O)cc2)C(=O)O1 (configuration not stated)
    10%, -6%, -1%, -6, 1%, 6%, 11%, 0%, 2%, 4%, -5%
6) O=C(Cn1c2c(c(=O)n3ncnc13)CCC2)N/N=C/c1cccs1
    -4%, -3%, ?, 6, 4%, 3%, 24%, -7%, -4%, -1%, -2%
7) COC(=O)c1ccc(COC(=O)c2[nH]c(C)c(C(C)=O)c2C)o1
    -5%, 0%, ?, -25, 1%, 0%, -9%, ?, 7%, 15%, -8%
8) Cc1ccc(S(C)(=O)=O)cc1C(=O)Nc1cccc(S(=O)(=O)N2CCCCCC2)c1
    4%, 5%, 0%, -9, -4%, 0%, 3%, 12µM*, -11%, 12%, -4%
9) O=C(NNC1=Nc2ccccc2SC1)c1cccc([N+](=O)[O-])c1
    -9%, -4%, ?, 5, 3%, -2%, -42%, 16µM*, 2%, 9%, -3%
10) CCOc1ccc(N(CC(=O)NC2CCCC2)C(=O)CCCC(=O)Nc2ccccn2)cc1
    -1%, 0%, 1%, 2, -3%, 3%, -24%, -3%, 1%, 0%, -8%
11) COc1ccc(S(=O)(=O)N2CCOCC2)cc1NC(=O)CCCOc1ccccc1
    9%[46.1 µM], -9%, 4%, -11, ·, -1%, -36%, -18%, 1%, 7%, -1%
12) Cc1cccc(OCC(=O)Nc2ccc(C(=O)NCc3cccnc3)cc2)c1
    ·, -7%, 7%, 17, 0%, ·, ·, -18%, -3%, -2%, ·
13) O=C(CSc1ncn(-c2ccccc2)n1)Nc1ccc(Br)cn1
    2%, -10%, -15%, -10, ?, 0%, 1%, 0%, -18%, 6%, -6%
14) Cc1cc(C)cc(C(=O)NC(CC(N)=O)c2ccc(NCCN3CCCC3)c([N+](=O)[O-])c2)c1 (configuration not stated)
    -3%, -5%, 5%, -89*, 3%, 4%, 10%, 23%, -1%, -8%, -2%
15) CCN(CCCNC(=O)C1CCN(C(=O)c2cc3sccc3n2C)CC1)Cc1ccccc1
    0%, -5%, -3%, 14, 6%, -2%, -23%, 4%, -7%, -4%, -5%
16) COc1ccc2oc(=N)c(C(=O)NCc3ccccc3)cc2c1
    ·, 7%, 7%, -8, 5%, 227%[activator], -9%, 3%, 2%, 16%, 0%
17) CCCn1c(NCc2ccc3c(c2)OCO3)nc2ccccc21
    -102%, -8%, ?, 6, -2%, 5%, 11%, ?, -6%, 1%, -8%
18) CCc1ccc(-c2cn(-c3nc(C)cc(C)n3)c(=N)o2)cc1
    -7%, 1%, ?, 7, -3%, -2%, -72%[inhibitor], -2%, 18%, ?, -1%
19) COc1c(Br)cc(Br)cc1/C=C1/C(=O)N=C(N)N1C
    -5%, -4%, -1%, 3, 0%, 0%, -33%, -2%, 2%, -3%, 1%
20) COc1ccc(OC)c(NC(=O)CCn2ccnc2)c1
    9%, 0%, -3%, -1, -4%, -1%, -17%, 1%, 1%, -9%, -1%

(list continues)
Each structure is followed by: TCR activator, Eya2 inh, Chronic BCR inh, TSHR antagonist, Mito fusion act, S-ASM inh, Integrin act MD, ELG1 repair inh, Tb PFK block, AT treatment, TSG101-PTAP inh
21) CN(C)CCCN(Cc1ccccc1)C(=S)Nc1cccc(C(F)(F)F)c1
    7%[46.1 µM], -13%, ?, 2, -7%, 2%, 0%, 4%, -10%, -1%, -1%
22) O=C(/C=C/c1ccccc1)Oc1ccc(C(=S)N2CCOCC2)cc1
    0%, -14%, 8%, 12, -2%, -2%, 7%, -13%, -3%, 6%, 0%
23) Cc1ccc(N(C)S(=O)(=O)c2ccc3[nH]cc(C(=O)NCCCN4CCOCC4)c(=O)c3c2)cc1C
    9%, 2%, 1%, -4, 3%, -9%, 0%, -21%, 4%, -4%, -3%
24) Cc1ccccc1Cn1nnc(C(=O)Nc2ccc3c(c2)OCCO3)c1N
    -11%, -1%, 3%, -6, -6%, ·, -18%, ?, 0%, 0%, -5%
25) CCO[C@@H]1OC(C(=O)NCc2nc3ccccc3[nH]2)=C[C@H](C2CCCCC2)[C@H]1CCCO
    0%, 4%, 0%, -7, -1%, -1%, -1%, ?, 0%, 4%, 0%
26) O=C(C1CCC(Cn2c(=S)[nH]c3ccccc3c2=O)CC1)N1CCN(c2ccccn2)CC1 (configuration not stated)
    2%, -5%, -1%, -8, -4%, 12%, -14%, 5.2µM*, 1%, 0%, -3%
27) Cc1c(NS(=O)(=O)c2cccc(C(=O)O)c2)c(=O)n(-c2ccccc2)n1C
    -2%, 8%, 1%, -7, 4%, 5%, ?, 11%, -7%, 1%, 1%
28) CCN(C(=O)CN1CCN(c2cccc(C(F)(F)F)c2)CC1)c1c(N)n(Cc2ccccc2)c(=O)[nH]c1=O
    3%, -5%, 1%, 15, -31%[inhibitor], -2%, -7%, ?, 2%, 4%, -1%
29) O=[N+]([O-])c1ccc(C(O)C23CN4CN(CN(C4)C2)C3)cc1 (configuration not stated)
    -7%, 22%, 3%, 2, 1%, 5%, 20%, 11%, -1%, -4%, -2%
30) O=C(NC12CC3CC(CC(C3)C1)C2)c1c(Cl)cccc1Cl
    2%, -5%, 4%, 51, 1%, 5%, -4%, 7%, 2%, -1%, -7%
31) CCCN1CCN(CC(=O)NCC(=O)Nc2cccc(C)c2C)CC1
    0%, 8%, -7%, -3, -11%, 4%, -9%, -9%, -5%, 3%, -4%
32) Nc1nc(CSc2nnc(-c3cccc(F)c3)n2-c2ccccc2)nc(N2CCOCC2)n1
    1%[46.1 µM], -1%, 3%, 15, 5%, -1%, 2%, ?, -1%, -12%, -3%
33) O=C(O)CSc1nnc(-c2ccccc2O)n1Cc1ccccc1
    -9%, 2%, 3%, 9, 1%, 0%, 7%, 11%, 3%, 2%, -7%
34) O=[N+]([O-])c1ccc(N2CCCCC2)cn1
    -5%, 1%, 2%, -7, 5%, -3%, 1%, ?, 5%, -9%, -1%

Source: PubChem (National Center for Advancing Translational Sciences (NCATS))
